IMP-1 inh – inhibitors of Pseudomonas aeruginosa IMP-1 metallo-beta-lactamase. inhibition, % at 5.6 µM. 0.45% of 290,000 active. purified IMP-1, nitrocefin hydrolysis, epi-absorbance fluorescence;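 active = inhibition above the mean plus 3 SD of all compounds in the same screening run, cut at about 4.5% in these data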;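 also: 0% = IMP-1 with DMSO and 100% = DMSO wells lacking enzyme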
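Assay system: purified recombinant IMP-1 beta-lactamase. Input: IMP-1 0.2 nM before substrate addition. Buffer or medium: Zinc- and detergent-supplemented HEPES buffer, pH 7.1. Schedule: 25 °C, 15 min preincubation, 25 min reaction. Signal: Epi-absorbance fluorescence, 480 nm excitation, 530 nm emission. Evaluation: percent inhibition from optical density relative to buffer-blank wells.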
V1aR counter – counter-screen for oxytocin receptor agonists: human V1a receptor agonists; AID 2797; activation, % at 3 µM; P37288; CHO-V1R cells, Fluo-8 calcium fluorescence, agonist mode; 0% DMSO, 100% 3 nM vasopressin; 0.25% of 320,000 active;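 active = activation above the mean activation of all tested compounds plus 3 SD, per screening run, cut at about 20% in these data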;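 also: signal is peak over basal fluorescence ratio across a 100 second FLIPR read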
PHOSPHO1 inh – blocks human PHOSPHO1 phosphatase activity; recombinant PHOSPHO1, absorbance phosphatase assay; inhibition, % at 13.3 µM; 1.1% of 290,000 active; AID 1565; in the data active = inhibition above about 60%
Target sequence (Q8TCT1 whole entry, looked up): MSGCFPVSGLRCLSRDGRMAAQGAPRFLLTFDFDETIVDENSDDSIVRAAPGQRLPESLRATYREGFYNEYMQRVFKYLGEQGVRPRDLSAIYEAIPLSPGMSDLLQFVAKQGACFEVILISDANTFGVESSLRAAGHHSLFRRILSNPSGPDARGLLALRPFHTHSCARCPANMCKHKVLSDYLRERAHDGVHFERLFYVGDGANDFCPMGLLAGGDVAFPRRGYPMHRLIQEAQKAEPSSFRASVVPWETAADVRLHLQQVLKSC
HCV NS3 hel inh – blocks Hepatitis C virus NS3 helicase unwinding; NS3 helicase DNA unwinding, Cy5 molecular beacon fluorescence; inhibition, % at 10.9 µM; 0.56% of 290,000 active;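 active = inhibition above the mean of all tested compounds plus 3 SD, set per campaign, cut at about 35% in these data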;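 also: 0% = DMSO wells and 100% = thioflavine S control wells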
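Test system: hepatitis C virus NS3 helicase domain fragment enzyme. Also added: annealed dual-labelled DNA beacon duplex, ATP-started. Timing: 60 min unwinding reaction at 25 °C after ATP addition. Technique: Cy5 fluorescence. Measure: % inhibition of unwinding.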
OXTR ag – human OXTR agonism; activation, % at 3 µM; 0.32% of 320,000 active; P30559; CHO-OTR cells, Fluo-8 calcium fluorescence; normalized: DMSO 0%, oxytocin 100%;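 active = activation above the mean of all tested compounds plus 3 SD, cutoff set per screening run, cut at about 20% in these data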;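 also: peak over basal fluorescence ratio from a 100 s FLIPR kinetic read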
GPR7 antagonist – blocks human GPR7 receptor signaling | inhibition, % at 4.4 µM | 1.1% of 290,000 active | P48145 | GPR7-expressing cells, fluorescence antagonist assay; in the data active = inhibition above about 16%, passing the limit was not always enough;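 also: cells stimulated with the agonist NPW; 0% = agonist with vehicle and 100% = vehicle without agonist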
Target sequence (P48145 whole entry, looked up): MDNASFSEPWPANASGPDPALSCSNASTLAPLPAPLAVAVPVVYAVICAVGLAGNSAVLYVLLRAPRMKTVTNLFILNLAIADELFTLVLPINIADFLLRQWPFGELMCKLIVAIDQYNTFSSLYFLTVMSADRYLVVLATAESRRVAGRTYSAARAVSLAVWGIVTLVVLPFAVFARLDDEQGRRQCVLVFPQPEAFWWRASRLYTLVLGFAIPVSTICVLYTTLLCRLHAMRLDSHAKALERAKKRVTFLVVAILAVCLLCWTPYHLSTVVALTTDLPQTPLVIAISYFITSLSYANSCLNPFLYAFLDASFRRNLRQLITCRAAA
VIM-2 inh – blocks Pseudomonas aeruginosa VIM-2 metallo-beta-lactamase; purified VIM-2, nitrocefin hydrolysis, epi-absorbance fluorescence; inhibition, % at 5.6 µM; 0.89% of 290,000 active; AID 1527;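 active = inhibition above the mean of all tested compounds plus 3 SD, cutoff set per screening run, cut at about 7.5% in these data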;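 also: red hydrolysis product quenches plate fluorescence so inhibitors raise well fluorescence; 0% = enzyme with DMSO and 100% = DMSO without enzyme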
GalR3 antagonist – blocks the human galanin receptor 3; O60755; HEK293 GalR3-CNG cAMP membrane potential fluorescence; galR3 body fused to GalR1 C-terminus; inhibition, % at 3 µM; 0.44% of 360,000 active;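 active = inhibition above the screen-wide average plus 3 SD, cut at about 13% in these data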;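 also: forskolin and galanin both at EC90 stimulate the cells; cAMP rise reported by CNG channel membrane potential dye signal; 0% = forskolin plus galanin with DMSO and 100% = forskolin alone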
Target sequence (O60755 1-299 limits assumed): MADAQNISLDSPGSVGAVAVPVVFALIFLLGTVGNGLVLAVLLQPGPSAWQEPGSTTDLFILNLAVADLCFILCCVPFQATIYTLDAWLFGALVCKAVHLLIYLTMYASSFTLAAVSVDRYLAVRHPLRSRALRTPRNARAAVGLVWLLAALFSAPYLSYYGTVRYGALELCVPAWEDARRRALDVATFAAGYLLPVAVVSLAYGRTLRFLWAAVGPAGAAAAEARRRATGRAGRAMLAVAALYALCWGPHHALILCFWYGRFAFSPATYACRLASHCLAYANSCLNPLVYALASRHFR
DNA FID counter – counter-screen for HCV NS3 helicase inhibitors: DNA intercalator displacement | 0.17% of 290,000 active | AID 1845 | DNA fluorescent intercalator displacement, fluorescence | inhibition, % at 7.9 µM; in the data active = inhibition above about 37%;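 also: 0% = vehicle and 100% = reference compound; higher means more ethidium bromide displaced from hairpin DNA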
* marks the source's active call; other numbers are inactive results.

Screening O=CN/C=C/c1cc(O)ccc1O returned IMP-1 inh -2.3, V1aR counter 0.1, PHOSPHO1 inh 33.4, HCV NS3 hel inh 16.0, OXTR ag 0.5, GPR7 antagonist -8.3, VIM-2 inh 3.8, GalR3 antagonist -6.2 and DNA FID counter -1.1.
CCOc1ccccc1N1CCN(CC(=O)NC(C)c2ccccc2)CC1 (stereo unspecified) was read as IMP-1 inh 0.0, V1aR counter 0.6, PHOSPHO1 inh 24.1, HCV NS3 hel inh -2.6, OXTR ag -0.8, GPR7 antagonist 0.4, VIM-2 inh -0.5, GalR3 antagonist -12.3 and DNA FID counter -26.8.
CN=c1sc2ccccc2n1CC(O)COCc1ccco1 (stereo unspecified) was read as IMP-1 inh -4.1, V1aR counter -0.4, PHOSPHO1 inh 6.9, HCV NS3 hel inh 7.5, OXTR ag -0.2, GPR7 antagonist -3.5, VIM-2 inh -1.8, GalR3 antagonist -4.0 and DNA FID counter 1.8.
CSc1ccc(/C=C/C(=O)N2CCCN(C)CC2)cc1 was read as IMP-1 inh -5.2, V1aR counter 0.5, PHOSPHO1 inh -13.4, HCV NS3 hel inh 0.6, OXTR ag 0.0, GPR7 antagonist -10.0, VIM-2 inh -2.0, GalR3 antagonist -8.6 and DNA FID counter 2.4.
For O=C(/C=N\O)NCCCNCc1ccccc1 the results were IMP-1 inh -2.0, V1aR counter 1.0, PHOSPHO1 inh -10.8, HCV NS3 hel inh -1.5, OXTR ag -0.2, GPR7 antagonist -14.2, VIM-2 inh -3.9, GalR3 antagonist -12.4 and DNA FID counter -3.0.
`O=C(Nc1c(F)cc(F)cc1Br)c1ccco1` gave IMP-1 inh -1.3, V1aR counter 1.7, PHOSPHO1 inh 3.3, HCV NS3 hel inh 2.8, OXTR ag -0.3, GPR7 antagonist 11.9, VIM-2 inh -0.9 and DNA FID counter -2.6.
`COc1ccc(CN2CCCC(CNC(=O)c3ccc(F)cc3)C2)c(C)c1C` (stereo unspecified) gave IMP-1 inh -0.8, V1aR counter 2.0, PHOSPHO1 inh -10.2, HCV NS3 hel inh -8.0, OXTR ag 0.0, GPR7 antagonist 8.2, VIM-2 inh -5.3, GalR3 antagonist -7.0 and DNA FID counter 18.8.
For CCNC(=O)COC(=O)Cc1ccc(Cl)cc1Cl the results were IMP-1 inh -0.9, V1aR counter -0.4, PHOSPHO1 inh 16.5, HCV NS3 hel inh 1.5, OXTR ag -0.3, GPR7 antagonist -13.2, VIM-2 inh -3.3, GalR3 antagonist -5.4 and DNA FID counter -1.9.
Screening Cc1nn(C(=O)c2c(-c3ccccc3)noc2C)c(C)c1N=Nc1cc(C(F)(F)F)cc(C(F)(F)F)c1 returned IMP-1 inh -4.1, V1aR counter -0.3, PHOSPHO1 inh 14.9, HCV NS3 hel inh -3.2, OXTR ag -0.3, GPR7 antagonist -6.0, VIM-2 inh -2.5, GalR3 antagonist -9.2 and DNA FID counter -4.4.
Screening CS(=O)(=O)Nc1nc2n(n1)C(c1ccccc1)CC(c1ccccc1)N2 (stereo unspecified) returned IMP-1 inh -0.7, V1aR counter 7.8, PHOSPHO1 inh 12.9, HCV NS3 hel inh 2.2, OXTR ag 1.7, GPR7 antagonist -3.0, VIM-2 inh -0.3, GalR3 antagonist -6.5 and DNA FID counter -4.8.

Pulled one by one from above, two records:
CSc1ccc(/C=C/C(=O)N2CCCN(C)CC2)cc1 was read as IMP-1 inh -5.2, V1aR counter 0.5, PHOSPHO1 inh -13.4, HCV NS3 hel inh 0.6, OXTR ag 0.0, GPR7 antagonist -10.0, VIM-2 inh -2.0, GalR3 antagonist -8.6 and DNA FID counter 2.4.
`O=C(Nc1c(F)cc(F)cc1Br)c1ccco1` gave IMP-1 inh -1.3, V1aR counter 1.7, PHOSPHO1 inh 3.3, HCV NS3 hel inh 2.8, OXTR ag -0.3, GPR7 antagonist 11.9, VIM-2 inh -0.9 and DNA FID counter -2.6.

Next entries.
`COc1cc(OC)cc(C(=O)OCC(=O)NCc2ccc3c(c2)OCO3)c1` gave IMP-1 inh -4.3, V1aR counter -0.1, PHOSPHO1 inh 32.2, HCV NS3 hel inh 6.7, OXTR ag -1.0, GPR7 antagonist 1.4, VIM-2 inh -3.0, GalR3 antagonist -6.5 and DNA FID counter -7.1.
COc1cccc(NC(=O)CSC(N)=O)c1 was read as IMP-1 inh -1.1, V1aR counter 2.6, PHOSPHO1 inh 18.9, HCV NS3 hel inh 6.2, OXTR ag 1.0, GPR7 antagonist -7.7, VIM-2 inh -3.9, GalR3 antagonist -3.7 and DNA FID counter -6.0.
COc1ccc(N(CC(=O)NCCC2=CCCCC2)S(=O)(=O)c2ccccc2)c(OC)c1 was read as IMP-1 inh -2.2, V1aR counter -1.6, PHOSPHO1 inh 24.5, HCV NS3 hel inh -6.9, OXTR ag 0.3, GPR7 antagonist 16.6, VIM-2 inh -0.9, GalR3 antagonist -3.5 and DNA FID counter -29.6.
For O=C1Nc2cc(C(=O)N3CCN(c4ccccn4)CC3)ccc2S/C1=C\c1ccccc1 the results were IMP-1 inh -2.4, V1aR counter 2.9, PHOSPHO1 inh -15.9, HCV NS3 hel inh -21.4, OXTR ag 0.5, GPR7 antagonist -13.9, VIM-2 inh -2.5, GalR3 antagonist -8.3 and DNA FID counter -35.4.
For O=C(NC1CCC(c2ccccc2)CC1)c1cccnc1 (stereo unspecified) the results were IMP-1 inh -3.9, V1aR counter -1.1, PHOSPHO1 inh 49.8, HCV NS3 hel inh -0.9, OXTR ag 1.0, GPR7 antagonist 9.0, VIM-2 inh -1.9, GalR3 antagonist -6.8 and DNA FID counter -12.6.
CN(C)CCCN(C(=O)c1ccc2c(c1)OCCO2)c1nc2ccc(Cl)cc2s1 was read as IMP-1 inh -2.6, V1aR counter 4.6, PHOSPHO1 inh 36.6, HCV NS3 hel inh -29.8, OXTR ag 3.4, GPR7 antagonist 51.1*, VIM-2 inh 0.8, GalR3 antagonist -10.5 and DNA FID counter 39.7*.
`Cc1cc(C(=O)O)ccc1-c1ccc(/C=C2\SC(=O)N(CC(=O)Nc3ccc4c(c3)OCO4)C2=O)o1` gave IMP-1 inh 8.0*, PHOSPHO1 inh -97.0, HCV NS3 hel inh 14.5, GPR7 antagonist -8.8, VIM-2 inh 0.2, GalR3 antagonist -2.2 and DNA FID counter -23.1.
Screening Cc1cccc(NC(=O)CN2C(=O)N/C(=C/c3ccc(C)o3)C2=O)c1 returned IMP-1 inh -3.7, V1aR counter 0.5, PHOSPHO1 inh -9.0, HCV NS3 hel inh 30.2, OXTR ag 0.2, GPR7 antagonist -4.3, VIM-2 inh -4.0, GalR3 antagonist -10.5 and DNA FID counter -16.6.
`CCN(CC)CC(=O)Nc1ccc(C)cc1C(=O)c1ccccc1` gave IMP-1 inh -2.3, V1aR counter -2.1, PHOSPHO1 inh -5.3, HCV NS3 hel inh -1.1, OXTR ag -2.7, GPR7 antagonist -11.7, VIM-2 inh -3.1, GalR3 antagonist -7.9 and DNA FID counter -3.0.
CCCCn1c(-c2ccccc2)nc2c(=O)n(C)c(=O)[nH]c21 was read as IMP-1 inh 0.6, V1aR counter 1.2, PHOSPHO1 inh -15.6, HCV NS3 hel inh 2.8, OXTR ag 0.7, GPR7 antagonist -0.2, VIM-2 inh -2.2, GalR3 antagonist -0.5 and DNA FID counter -2.2.
For c1ccc(NC2=NCCCCS2)cc1 the results were IMP-1 inh -1.3, V1aR counter -0.4, PHOSPHO1 inh 15.0, HCV NS3 hel inh 6.2, OXTR ag 0.7, GPR7 antagonist -6.1, VIM-2 inh -0.8, GalR3 antagonist -0.5 and DNA FID counter -3.1.
COc1cccc(OCCCCCN2CCOCC2)c1 was read as IMP-1 inh -2.4, V1aR counter -0.1, PHOSPHO1 inh -24.9, HCV NS3 hel inh 2.5, OXTR ag 1.2, GPR7 antagonist 5.1, VIM-2 inh -1.4, GalR3 antagonist -8.4 and DNA FID counter -1.7.
CCc1ccc(NC(=O)CSc2nc3nc(C)cc(C)n3n2)cc1 was read as IMP-1 inh 0.1, V1aR counter 7.3, PHOSPHO1 inh 4.7, HCV NS3 hel inh 12.3, OXTR ag 10.5, GPR7 antagonist 10.2, VIM-2 inh 1.5, GalR3 antagonist 2.4 and DNA FID counter -28.0.
Screening COC(=O)NCC(c1ccco1)N1CCN(c2ccc(F)cc2)CC1 (stereo unspecified) returned IMP-1 inh -2.6, V1aR counter 1.1, PHOSPHO1 inh -1.0, HCV NS3 hel inh -1.6, OXTR ag 1.4, GPR7 antagonist 1.6, VIM-2 inh -2.8, GalR3 antagonist 0.5 and DNA FID counter -9.2.
Cc1ccc2nc(SCC(=O)N3CCCC3)[nH]c2c1 was read as IMP-1 inh -1.7, V1aR counter -0.2, PHOSPHO1 inh 4.7, HCV NS3 hel inh -5.5, OXTR ag -0.4, GPR7 antagonist 2.8, VIM-2 inh -2.3, GalR3 antagonist 1.7 and DNA FID counter -3.3.
COc1cc(NS(=O)(=O)c2ccc(NC(=O)Cc3ccccc3)cc2)nc(OC)n1 was read as IMP-1 inh -3.7, V1aR counter -0.1, PHOSPHO1 inh 35.0, HCV NS3 hel inh 1.6, OXTR ag 0.3, GPR7 antagonist -6.0, VIM-2 inh -3.8, GalR3 antagonist -0.7 and DNA FID counter -22.6.
For CN1CCN(CCCC(=O)c2ccc(C3CCCC3)cc2)CC1 the results were IMP-1 inh -0.9, V1aR counter 4.9, PHOSPHO1 inh -9.0, HCV NS3 hel inh -21.0, OXTR ag 7.5, GPR7 antagonist 2.6, VIM-2 inh -0.7, GalR3 antagonist -4.5 and DNA FID counter 10.5.
For CC(C)CC(=O)N1CC(C)N(C(=O)CC(C)C)CC1C (stereo unspecified) the results were IMP-1 inh -1.1, V1aR counter 0.1, PHOSPHO1 inh 2.6, HCV NS3 hel inh 0.4, OXTR ag -0.5, GPR7 antagonist -4.2, VIM-2 inh -0.3, GalR3 antagonist -5.5 and DNA FID counter -7.8.
c1ccc2c(Nc3ccc(N4CCOCC4)cc3)nc(N3CCOCC3)nc2c1 was read as IMP-1 inh -2.0, V1aR counter -0.6, PHOSPHO1 inh 3.1, HCV NS3 hel inh -1.4, OXTR ag -0.4, GPR7 antagonist -11.4, VIM-2 inh 9.4*, GalR3 antagonist -4.5 and DNA FID counter 0.4.
For CCOC(=O)CC1=CSC2=NS(=O)(=O)CCN12 the results were IMP-1 inh 0.8, V1aR counter -0.7, PHOSPHO1 inh -11.4, HCV NS3 hel inh -3.0, OXTR ag -0.2, GPR7 antagonist -4.2, VIM-2 inh 0.0, GalR3 antagonist -1.7 and DNA FID counter 0.4.
For CCN1CCN(C(c2ccccn2)c2c(NC(=O)c3ccccc3)sc(C)c2C)CC1 (stereo unspecified) the results were IMP-1 inh -3.9, V1aR counter 1.1, PHOSPHO1 inh 21.8, HCV NS3 hel inh 7.8, OXTR ag 17.6, GPR7 antagonist -7.7, VIM-2 inh -2.1, GalR3 antagonist -5.5 and DNA FID counter 3.2.
O=S(=O)(Cc1ccccc1)/C1=C(\N2CCOCC2)CCCCCC1 was read as IMP-1 inh -3.1, V1aR counter -0.3, PHOSPHO1 inh 12.6, HCV NS3 hel inh -3.9, OXTR ag -1.1, GPR7 antagonist 2.3, VIM-2 inh -4.1, GalR3 antagonist -6.9 and DNA FID counter -2.4.
